From PubChem BioAssay
TCR-CD3 inh – inhibitors of human TCR-CD3 interaction. TAMRA-labeled TCR probe fluorescence, biochemical. inhibition, % at 9.4 µM. 360,000 compounds, 0.37% hits; in the data active = inhibition above about 19%;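 also: recombinant mutant TCR 2C K166C tagged with TAMRA read by polarization; 0% = receptor in buffer alone and 100% = receptor with positive control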
TDP2 absorb – blocks human TDP2 phosphodiesterase activity; O95551; recombinant TDP2, T5PNP hydrolysis, p-nitrophenol absorbance 415 nm; inhibition, % at 12.8 µM; 370,000 compounds, 0.34% hits;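 active = inhibition above the mean of all tested compounds plus 3 SD, set per campaign, cut at about 25% in these data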;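 also: 0% = DMSO with enzyme and 100% = buffer with substrate but no TDP2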
Target sequence (O95551 whole entry, looked up): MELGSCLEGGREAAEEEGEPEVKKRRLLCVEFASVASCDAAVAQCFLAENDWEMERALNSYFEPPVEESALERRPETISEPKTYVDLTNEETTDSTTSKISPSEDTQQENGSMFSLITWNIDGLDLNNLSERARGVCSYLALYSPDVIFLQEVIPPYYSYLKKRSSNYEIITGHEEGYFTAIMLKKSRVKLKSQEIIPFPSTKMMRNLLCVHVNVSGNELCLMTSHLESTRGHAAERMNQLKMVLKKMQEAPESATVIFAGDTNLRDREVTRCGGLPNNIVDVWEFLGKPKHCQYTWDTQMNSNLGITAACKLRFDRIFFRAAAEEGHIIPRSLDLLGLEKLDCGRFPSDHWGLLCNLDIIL
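test system = human TDP2 enzyme | input = TDP2 enzyme at 120 nM final | medium = 50 mM Tris-HCl pH 7.5 with Mg2+, KCl, DTT, BSA | also added = T5PNP substrate, 5 mM | times = 2 h at 37 °C | technique = epi absorbance | benchmarks = high control without enzyme, low control DMSO plus TDP2 | replication = each compound tested once, singlicate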
LEDGF integ inh – blocks HIV-1 LEDGF/p75-dependent DNA integration. inhibition, % at 3.7 µM. TR-FRET IN-LEDGF/p75 DNA integration, Eu/Cy5. 370,000 compounds, 0.64% hits;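 active = inhibition above the screen-wide mean plus 3 SD, cut at about 13% in these data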;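 also: signal is the Cy5 over europium emission ratio at 671 and 618 nm; 0% = plate median of compound wells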
UHRF1 binding – UHRF1 methyl-DNA binding inhibition. Q96T88. UHRF1 binding to methylated oligo, TR-FRET. 370,000 compounds, 0.75% hits. AID 687016. inhibition, % at 4.4 µM; in the data active = inhibition above about 21%;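 also: UHRF1 SRA domain binding a hemimethylated CpG hairpin DNA probe; 0% = median of test compound wells and 100% = reference inhibitor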
HTRA1 inh – blocks human HTRA1 serine peptidase; 340,000 compounds, 0.5% hits; AID 504803; inhibition, % at 5.96 µM; Q92743; recombinant HTRA1, FP-rhodamine activity-based probe, fluorescence polarization; in the data active = inhibition above about 36%;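 also: 0% = enzyme with DMSO and 100% = wells lacking enzyme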
Target sequence (Q92743 whole entry, looked up): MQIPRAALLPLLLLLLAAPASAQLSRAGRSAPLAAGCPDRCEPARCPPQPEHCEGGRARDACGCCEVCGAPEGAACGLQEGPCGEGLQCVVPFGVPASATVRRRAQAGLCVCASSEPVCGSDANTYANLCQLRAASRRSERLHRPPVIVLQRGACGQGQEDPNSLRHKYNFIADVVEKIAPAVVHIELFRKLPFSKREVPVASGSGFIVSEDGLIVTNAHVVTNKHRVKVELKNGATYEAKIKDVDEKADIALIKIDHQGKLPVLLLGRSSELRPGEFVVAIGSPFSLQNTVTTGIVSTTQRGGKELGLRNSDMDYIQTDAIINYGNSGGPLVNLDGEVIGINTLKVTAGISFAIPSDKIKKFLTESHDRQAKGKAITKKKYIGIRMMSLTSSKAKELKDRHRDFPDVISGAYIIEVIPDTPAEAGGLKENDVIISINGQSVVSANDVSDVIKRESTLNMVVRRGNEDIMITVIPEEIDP
PRMT1 FP inh – PRMT1 (human) inhibition, primary screen. Q99873. recombinant PRMT1, activity-based probe fluorescence polarization. inhibition, % at 2.79 µM. 370,000 compounds, 1.3% hits;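 active = inhibition above about 21% made by adding two undisclosed values, limit read from the data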
Tn7 DDE FP – DD(E)-Tn7 binding inhibition, primary FP screen; P02675; FP displacement of FITC-Tn7 peptide from fibrin DD(E); 0% = median of compound wells per plate; 370,000 compounds, 0.13% hits; AID 720508; inhibition, % at 8.3 µM;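 active = inhibition above the mean of compounds falling within the control limits plus 3 SD of them, cut at about 14% in these data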;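 also: 0% = plate median of compound wells and 100% = 10 µM Aha-Tn7 peptide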
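System: human fibrin DD(E); quantity: Fibrin-DD(E) at 2 µM final; also added: fluorescent Tn7 probe at 0.1 µM; compound dosing: single nominal test concentration of 8.3 µM per compound; schedule: 10 min preincubation, 3 h with tracer, room temperature; detection: fluorescence polarization of the labelled Tn7 tracer; repeats: one replicate per compound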
SIAE inh – inhibitors of human sialic acid acetylesterase SIAE; Q9HAT2; SIAE FP-Rh probe binding, fluorescence polarization; inhibition, % at 9.66 µM; 370,000 compounds, 0.69% hits; AID 1053197;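 active = inhibition above a cutoff: mean of compounds within the control limits plus 3 SD of those, cut at about 17% in these data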;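 also: 0% = plate median of compound wells and 100% = probe without SIAE protein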
PG9 binder – small molecules binding HIV-1 gp120 antibody PG9; TR-FRET gp120-PG9 antibody binding; 360,000 compounds, 0.43% hits; inhibition, % at 6.7 µM; in the data active = inhibition above about 8.5%
ABHD4 inh – ABHD4 (mouse) inhibition, primary FP screen; 370,000 compounds, 0.54% hits; inhibition, % at 8.92 µM; Q8VD66; purified mABHD4, FP-Rh probe fluorescence polarization;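 active = inhibition exceeding the mean over every tested compound plus 3 SD, cut at about 30% in these data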;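 also: 0% = plate median of compound wells and 100% = S159A mutant with DMSO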
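Assay system: mABHD4 protein; medium: HEPES pH 7.0, NaCl, Pluronic buffer; dosing: 8.92 µM, single dose; schedule: 45 min + 60 min at 25 °C; signal: FP readout, ex 525 nm / em 598 nm; read-out: normalized percent inhibition of probe labeling; repeats: single replicate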
* = called active by the depositor; / = no result given.

SMILES	TCR-CD3 inh	TDP2 absorb	LEDGF integ inh	UHRF1 binding	HTRA1 inh	PRMT1 FP inh	Tn7 DDE FP	SIAE inh	PG9 binder	ABHD4 inh
COc1c(O)ccc(/C=N/NC(=O)c2ccc3c(c2)OCCO3)c1[N+](=O)[O-]	-1.9	-3.5	-1.8	-1.9	0.2	-0.2	-2.5	-3.2	-4.2	27.6
CC(C)(C)C(=O)CN1C(=O)NC2(CCOc3ccccc32)C1=O (centres undefined)	-0.3	2.8	-2.8	1.3	-3.0	1.3	2.1	-4.2	-0.5	3.0
O=C1c2ccccc2C(=O)N1CCSC(=S)N1CCOCC1	4.0	-9.0	1.7	-0.2	-1.0	1.6	0.5	-2.8	-1.2	-2.1
O=C(Cn1cnc2ccccc21)N/N=C/c1ccccc1	6.8	-7.6	-4.6	2.1	-1.3	-7.6	-9.6	-5.0	-2.6	-5.8
O=c1ccc2ccccc2n1Cc1cccc(F)c1	-2.3	5.0	-1.2	2.4	-0.7	1.0	3.4	-2.5	-1.4	2.5
COc1ccc(NC(=O)Nc2ccccc2F)c([N+](=O)[O-])c1	-4.7	3.9	-1.2	-4.1	-7.1	-3.8	2.7	-0.9	2.8	-0.3
CC1=C(C(=O)NCc2ccccc2)C(c2ccc(C)o2)n2ncnc2N1 (centres undefined)	2.5	-0.3	1.4	-2.4	3.4	1.8	-1.6	0.9	-2.2	-1.4
COc1ccc(-c2cc(C(=O)NCCCN3CCCC3=O)c3ccccc3n2)cc1	4.0	5.3	0.1	-0.5	-0.6	0.3	0.5	6.6	2.5	5.6
CN(c1ccc(C(=O)N2CCN(Cc3ccccc3)CC2)cc1)S(=O)(=O)c1ccccc1	2.2	-6.5	1.1	-0.4	5.1	-5.6	0.4	3.1	-0.3	-2.1
Cc1ccnc2ccc(-c3nc4ccccc4o3)cc12	2.7	14.3	-0.1	-13.5	-24.4	-4.5	5.3	-1.0	-1.2	-3.1
CCOc1ccc(S(=O)(=O)N2CCCCC2)cc1NC(=O)CCc1ccc(OC)cc1	-11.0	-18.9	4.8	1.9	-5.9	-2.4	3.3	-6.3	-0.5	-1.7
O=C(Nc1ccc2sc3ccccc3c(=O)c2c1)c1ccccc1Cl	6.5	8.1	-2.2	1.6	-35.4	1.1	-5.9	-18.5	-2.1	-4.4
CC(C)Oc1ccc(C(CC(=O)NCCCN(C)C)c2ccc(F)cc2)cc1 (centres undefined)	2.5	-3.6	-0.1	2.6	0.2	-0.1	-0.3	-1.7	2.0	-3.0
Cc1ccccc1C(=O)Nc1ccnn1C1CCN(CC2CC=CCC2)CC1 (centres undefined)	1.8	9.4	1.8	1.0	-2.6	0.6	8.1	1.9	-1.2	-0.7
Nc1ccc2c(c1)C(=O)c1ccc(Cl)cc1-2	1.9	2.7	-0.1	-9.4	29.5	1.7	1.1	11.0	-14.5	19.3
CSc1ccccc1NC(=O)c1ccccn1	-1.8	2.8	3.8	15.3	-7.8	-0.5	-1.7	-0.3	-1.9	-3.8
COc1ccc(Oc2nc(-c3ccccn3)ncc2OC)cc1	1.0	5.6	2.1	2.5	13.8	-3.4	7.0	-2.3	-3.5	1.9
COc1ccccc1Nc1nc2ccc(C)cc2n2cnnc12	3.7	8.7	1.1	0.8	-6.0	-0.4	-2.1	-14.1	0.7	-2.0
C/C(=N/NS(=O)(=O)c1ccc(C)c(C)c1)c1c[nH]c2ccccc12	-1.0	7.3	-2.6	-0.7	1.6	-3.6	4.6	6.0	-3.1	-8.5
C[C@@H]1CN([C@@H](C)CO)C(=O)CCCn2nncc2CO[C@@H]1CN(C)C(=O)Nc1ccccc1C(F)(F)F	-3.4	-10.9	-3.9	21.8*	1.1	6.9	-3.0	3.0	-2.4	-2.5
c1ccc2c(c1)Cc1cc3ccccc3nc1-2	1.9	10.4	-1.2	-9.4	-7.9	1.8	0.9	-5.8	0.1	-3.4
O=C(CSc1ccsc1[N+](=O)[O-])N1CCN(c2ccccc2)CC1	-3.0	-8.3	-1.3	0.9	3.7	0.6	-0.1	3.6	-1.8	11.8
CC(=O)c1sc(Nc2ccc(Oc3ccccc3)cc2)nc1C	-6.0	-10.4	3.2	2.9	/	-5.8	-7.2	5.6	2.0	3.5
O=C1Nc2ccccc2N(O)N1c1ccc(S(=O)(=O)N2CCCCCC2)cc1	2.5	9.0	-3.3	0.8	-4.8	-0.3	4.7	1.3	-0.8	9.1

Entries of single compounds, looked up by structure. Order of values: TCR-CD3 inh | TDP2 absorb | LEDGF integ inh | UHRF1 binding | HTRA1 inh | PRMT1 FP inh | Tn7 DDE FP | SIAE inh | PG9 binder | ABHD4 inh
c1ccc2c(c1)Cc1cc3ccccc3nc1-2 is entered as 1.9 | 10.4 | -1.2 | -9.4 | -7.9 | 1.8 | 0.9 | -5.8 | 0.1 | -3.4
COc1ccc(Oc2nc(-c3ccccn3)ncc2OC)cc1 is entered as 1.0 | 5.6 | 2.1 | 2.5 | 13.8 | -3.4 | 7.0 | -2.3 | -3.5 | 1.9
COc1ccccc1Nc1nc2ccc(C)cc2n2cnnc12 is entered as 3.7 | 8.7 | 1.1 | 0.8 | -6.0 | -0.4 | -2.1 | -14.1 | 0.7 | -2.0

Additional structures.
SMILES	TCR-CD3 inh	TDP2 absorb	LEDGF integ inh	UHRF1 binding	HTRA1 inh	PRMT1 FP inh	Tn7 DDE FP	SIAE inh	PG9 binder	ABHD4 inh
O=C(Nc1ccc2c(c1)OCO2)C1CC(c2cccc(Br)c2)=NO1 (centres undefined)	2.4	10.5	-0.1	-0.6	-4.2	-0.3	0.3	2.3	-2.5	-1.0
c1ccc(OC2CCN(c3ncnc4sccc34)CC2)cc1	/	-10.9	3.7	2.9	/	-5.5	-2.6	-4.2	/	-13.4
Cc1cccc(NC(=O)CSc2nccn2Cc2ccco2)c1	-9.1	-8.7	-1.0	4.4	1.6	5.1	6.0	-4.6	0.1	-7.7
CCC(C)(C(=O)NC1CCCCC1)N(CC1CCCO1)C(=O)c1ccccn1 (centres undefined)	-4.2	9.2	-3.5	0.7	2.2	-0.7	8.6	4.1	1.2	7.7
Cc1ccc(C2N(c3ccccc3)C(=O)N3CCCN23)cc1 (centres undefined)	4.7	-5.1	-0.8	10.9	5.6	-0.5	4.4	0.3	-0.5	5.3
CCN1C(=O)c2cccc3c(NC(=O)C(C)(C)C)ccc1c23	7.2	-0.1	0.6	-1.1	7.9	-1.4	5.5	-10.4	-2.6	5.6
COc1ccc2cc(-c3ccsc3)ncc2c1	-0.8	-0.9	0.2	1.3	-14.2	-1.3	-8.7	-2.1	-1.4	-9.6
COCCCn1[nH]c2c3c(ccc2c1=O)C(=O)c1ccccc1C3=O	-0.7	-0.8	-1.8	-5.8	2.4	1.2	-2.0	-3.0	-32.7	14.6
OCCN(Cc1ccccc1)Cc1ncccc1O	3.2	2.5	4.3	-5.1	-0.3	-2.5	4.2	1.0	-1.7	4.7
OCCNC(=S)Nc1ccc(Oc2ccccc2)cc1	10.0	-11.3	-0.9	11.8	1.8	-2.3	-1.1	-4.1	-2.0	-0.2
O=C(Cc1c[nH]c2ccccc12)Nc1nnc(C2CC2)s1	2.7	-2.0	-0.9	-2.0	-0.9	2.4	5.6	-4.2	-2.4	-1.9
O=C(c1ccc2c(c1)OCCO2)C1CCN(C(=O)Nc2ccccc2F)CC1	0.7	2.0	-6.4	0.0	-3.0	1.5	6.1	9.3	0.9	5.0
CC(C)(C)OC(=O)N1CCCC(C(=O)Nc2ccc(C(=O)N3CCCC3)cc2)C1 (centres undefined)	7.8	-5.3	-1.0	-3.1	-3.2	-1.4	4.7	9.0	-0.5	4.1
O=C(OCC(=O)N1CCCC1=O)c1cccc([N+](=O)[O-])c1	12.5	-8.5	-1.0	1.2	0.4	-4.6	-10.1	-1.6	1.5	-6.6
O=C(O)CCCCCCCCCCCc1ccccc1	-2.6	7.2	-0.4	0.6	-22.6	1.0	-8.2	-2.0	-0.3	-20.4
COc1ccc(NC(=O)CCOc2ccccc2)cc1	1.5	6.6	1.3	-1.6	-9.0	0.8	3.7	3.8	0.9	4.9
CC1CN(S(=O)(=O)c2cccc(C(=O)NCC(c3cccs3)N3CCOCC3)c2)CC(C)O1 (centres undefined)	-0.3	1.8	-2.7	1.2	-1.3	1.2	10.2	-1.1	-0.6	-4.1
c1ccc(N2CCN(Cc3nnnn3C3CCCCC3)CC2)cc1	5.5	7.4	0.8	-0.1	1.2	-1.6	-2.8	6.2	0.0	3.0
COC(=O)[C@]12C[C@H](CC(=O)N3CCC(c4ccccc4)CC3)C(=O)N(Cc3ccc4c(c3)OCO4)C1=C[C@H](C(C)C)O[C@@H]2C1CC1	/	-5.9	1.4	0.1	/	-0.8	6.2	3.1	/	-1.6
CCOc1ccc(NC(=O)CN(C)S(=O)(=O)c2cccc3cccnc23)cc1	-2.6	-15.3	-7.0	7.3	4.1	9.5	7.5	-0.8	-1.3	-9.6
O=C(Nn1c(SCc2ccccc2F)nc2ccsc2c1=O)c1ccccc1	1.5	6.9	3.7	0.9	-10.9	-0.6	2.1	-10.6	-0.1	-16.7
OCC[C@H]1C[C@H](O)[C@@H](O)[C@@]2(CCc3ccccc3O2)O1	9.9	4.5	3.2	1.8	12.9	1.8	5.0	-6.9	-3.1	5.7
C=CCN1C(=O)/C(=C/c2ccc(OCC(=O)O)cc2)S/C1=N/c1nccs1	-0.9	1.9	2.2	-1.3	-6.4	-2.3	-4.0	-10.6	-2.4	-14.1
O=C(COC(=O)/C=C/c1ccccc1Cl)NCc1ccco1	-8.1	6.5	1.3	0.4	-0.5	4.1	0.6	4.4	3.1	-1.6
COc1ccc(N2CCN(c3nc4c(C)cccn4c(=O)c3/C=C(\C#N)C(N)=O)CC2)cc1	-2.6	9.5	1.2	-4.2	6.2	3.4	-1.7	-0.2	-1.9	3.3
O=C(Nc1nnc(S(=O)(=O)N2CCOCC2)s1)c1ccccc1Br	-1.4	12.8	1.8	0.8	-7.1	0.0	0.9	-6.0	4.1	3.9
COc1ccc(NC(=O)Nc2ccc3c(c2)C(=O)N([C@H](C)CO)C[C@H](C)[C@@H](CN(C)Cc2ccc(Cl)c(Cl)c2)OCCCC[C@@H](C)O3)cc1	-9.3	-10.2	-1.7	-1.4	-22.4	0.7	1.9	21.2*	-1.8	11.6
COc1nn(C(C)C(=O)N2N=C(C(F)F)CC2(O)C(F)F)cc1[N+](=O)[O-] (centres undefined)	3.0	4.0	-2.6	-0.3	-1.8	-2.2	2.8	-5.6	-1.3	-2.6
c1ccc2c(c1)CCCN2c1nc2ccccc2n2cnnc12	12.1	-7.8	2.3	-2.6	7.8	2.8	-3.4	6.2	0.2	9.6
CCOC(=O)C(=O)Nc1ccc2c(c1)OCO2	4.0	2.1	-5.1	-3.7	0.6	0.9	2.5	0.4	-2.2	6.5
